Bioassay records as filed in PubChem BioAssay.
Tb PYK inh = inhibitors of Trypanosoma brucei pyruvate kinase; Q57TT1; TbPYK enzyme, Kinase-Glo Plus ATP luminescence, 45 min; Potency, µM (doses to about 76.8 µM), for inactives: at the top dose activity, negative = inhibition, hits mostly inhibitors; 410,000 tested, 0.12% active; AID 624173; active means well fitted inhibition curve with a large enough effect; inconclusive means small, poorly fitted or top-dose-only effect; further: nearly all actives have a fitted effect of over 50% in size
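Luminescence from Kinase-Glo Plus, added after a 45-minute room-temperature reaction, served as the end-point read-out. The enzyme and substrate were preincubated with compound before ADP (130 uM final) initiated turnover. Concentration-effect curves came from normalized qHTS data.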
An asterisk follows results filed as active; ? = inconclusive; [ ] = another dose, or the depositor's remark. On the % scale 0 is the no-effect control and ±100 the full control effect; potency means the concentration at half of the fitted maximal effect.

SMILES | Tb PYK inh
Fc1cccc(Cc2c(-c3ccc(Cl)cc3)nc3c(Cl)cc(C(F)(F)F)cn23)c1 | 0%
CN(C(=O)c1cc2c(=O)oc3ccccc3c2s1)c1ccc(F)cc1 | -1%
CN1CCC(N2CCN(C3CN(Cc4ccc(F)cc4)S(=O)(=O)C3)CC2)CC1 (stereo not drawn) | 1%
Cn1nc(C(C)(C)C)cc1C(=O)N1CCCC(c2cc(C(=O)NCc3ccccc3)no2)C1 (stereo not drawn) | -4%
CCN1CCN(C(=O)c2cnn(-c3cccc(Cl)c3)c2C2CCN(C(=O)OC(C)(C)C)CC2)CC1 | 3%
CCNC(=O)C1(C)CCN(C(=O)c2cccc3ccccc23)C1 (stereo not drawn) | -2%
CC1(C(=O)NCc2ccc(C(F)(F)F)cc2)CCN1Cc1cc2ccccc2o1 (stereo not drawn) | 6%
O=C(CCC1CCN(Cc2ccccc2)CC1)c1ccc2c(c1)NCCCC2 | -6%
O=C(c1ccccc1Cl)n1nc(-c2ccco2)nc1NCc1cccs1 | 4%
O=C(CN1CCCN(Cc2ccc(F)cc2)S1(=O)=O)NCc1ccccc1Cl | 0%[15.4 µM]
CCOC(=O)c1c(C)[nH]c(CCC(=O)NCc2ccccc2Cl)c1C | -7%
Cc1cccc(C)c1-n1nnnc1C(c1ccnc2ccccc12)N(CCC#N)Cc1ccccc1 (stereo not drawn) | 0%
Cc1ccccc1NC(=O)Cn1c(=O)n(CCCCCC(=O)NCc2ccccc2Cl)c(=O)c2sccc21 | 4%
COc1cccc(CNC(=O)CCn2c(=O)c3cccn3c3cccnc32)c1OC | 5%
CCCc1nc2ccc(C)cn2c1Cc1ccccc1 | 2%
Cn1c(=O)[nH]c(NCCc2ccc(O)cc2)c([N+](=O)[O-])c1=O | 1%
Clc1ccccc1OCCNc1nc(NCC2CC2)nc2ccsc12 | 0%
COCCNC(=O)C1CC(=O)N(c2ccc(F)c(Cl)c2)C1 (stereo not drawn) | -2%
CC1(C(=O)NS(=O)(=O)c2ccc(Cl)cc2)CCN1C(=O)Cc1cccs1 (stereo not drawn) | -6%
Fc1ccc(-n2ncc3c(N4CCN(c5ccccc5F)CC4)ncnc32)cc1 | 3%
Cc1ccc(CNC(=O)Cn2nc(C)n3cccc3c2=O)cc1 | -4%
COc1ccccc1N1CCN(c2ncnc3c2c(-c2ccccc2)cn3-c2cccc(C)c2)CC1 | 0%
C[C@@H]1CN([C@@H](C)CO)C(=O)CCCn2nncc2CO[C@H]1CN(C)C(=O)Oc1cccc2ccccc12 | 1%
COc1ccc(-c2csc3nc(-c4ccccc4C)oc(=O)c23)cc1OC | 1%
COc1ccc(OC)c(NC(=O)c2c(NCc3ccc(N(C)C)cc3)sc3c2CCCC3)c1 | -16%

(list continues)
SMILES | Tb PYK inh
COc1cc(OC)c(NC(=O)c2ccc(-n3cnc4cccnc43)cc2)cc1Cl | -14%
CCc1ccc(NC(=O)Cn2c(=O)n(Cc3ccco3)c(=O)c3oc4ccccc4c32)cc1 | -2%
CCOC(=O)c1c(C)[nH]c(CCC(=O)Nc2ccc(Cl)cc2C)c1C | 5%
COc1cc(NC(=O)C(CCS(C)(=O)=O)N2Cc3ccccc3C2=O)cc(OC)c1OC (stereo not drawn) | 0%
Cc1cn2c(=O)c(S(=O)(=O)NCc3ccc(F)cc3)c(C)nc2s1 | 2%
CC(=O)c1cccc(NC(=O)c2oc(=O)c3ccccc3c2-c2ccccc2)c1 | 1%
O=C(NCc1nnnn1-c1ccc(F)cc1)c1ccc2c(c1)OCO2 | -4%
COCCCNC(=O)CCC(=O)N1Cc2ccccc2Oc2ncccc21 | -2%
Cc1ccc(OCC(=O)Nc2ccc(C(=O)OCc3cc(=O)n4nc(C5CC5)sc4n3)cc2)cc1 | -1%
CCCN(C(=O)Cn1nc(Cc2ccncc2)c2ccccc2c1=O)c1ccccc1C | 1%
Nc1[nH]c(C(=O)c2ccccc2)c(-c2ccccc2C(F)(F)F)c1C(=O)c1cccs1 | 8%
O=C([C@@H]1CC=C[C@@H]2CCN(C3CC3)C(=O)[C@@H]21)N1CCN(c2ccccc2)CC1 | -6%
C/C=C1\NC(=O)[C@H](C)NC(=O)[C@@H](NC(=O)[C@H](Cc2ccc(O)cc2)NC(=O)[C@@H](NC(=O)/C(C)=C/C)C(C)C)[C@@H](C)OC(=O)[C@H](CCCc2ccc(O)cc2)NC(=O)[C@@H](CCC(=O)O)NC1=O | 2%
COc1ccccc1C(=O)NCc1ccc2c(c1)CCN2C(=O)c1ccncc1 | -9%
CCN(CC)c1ccc(NC(=O)CN(C)S(=O)(=O)c2cccc3nsnc23)c(C)c1 | -16%
COc1cccc(Cn2c(=O)cc(C)c3c(C)nn(-c4ccc(C)cc4)c32)c1 | 1%
Cc1nc(-c2ccccc2)sc1-c1ccc(SCC(=O)NCc2ccccc2Cl)nn1 | -8%
COc1ccc(CNc2nc3c(-c4cccc(F)c4)nnn3c3ccccc23)cc1 | 3%
COc1ncnc2c1ncn2CCCNCc1ccc2c(c1)OCO2 | 2%
CCC(C)NC(=O)Cn1ncc2c([nH]c3ccc(C)cc32)c1=O (stereo not drawn) | -4%
Cc1nc2cc([N+](=O)[O-])ccc2c(=O)n1-c1cccc(Br)c1 | 0%
CC(C)CN(CC(C)C)S(=O)(=O)c1ccc(C(=O)Nc2sc3c(c2C(N)=O)CC(C)(C)NC3(C)C)cc1 | -5%
Cn1nc(C(C)(C)C)cc1N1C(=O)CCC1(C)C(=O)Nc1ccc2c(c1)OCCO2 (stereo not drawn) | 2%
Cc1ccc(Cl)c(NC(=O)Nc2csc3c2CCCC3)c1 | -4%
CCc1nc2ccc(C(=O)Nc3cccc(NS(C)(=O)=O)c3)cn2c1N(CCC(C)C)CCN(C)C | 2%

Other entries:
SMILES | Tb PYK inh
COc1ccc(Cl)cc1C(=O)Nc1ccc2oc(-c3ccc(C(C)(C)C)cc3)nc2c1 | -1%
CCC(C)c1ccc(OCC(=O)Nc2ccc(-c3nc4ncccc4o3)cc2)cc1 (stereo not drawn) | -3%
COc1ccccc1N1CCN(C(=O)c2cnn(-c3ccc(C)c(C)c3)c2C2CCN(C(=O)OC(C)(C)C)CC2)CC1 | -1%[15.4 µM]
COc1ccc(OC)c(CNc2sc3c(c2C(=O)Nc2cc(OC)ccc2OC)CCCC3)c1 | -9%
Cc1cn([C@H]2C[C@H](O)[C@@H](CNCc3ccc4ncccc4c3)O2)c(=O)[nH]c1=O | -1%
Cc1ccccc1CNC(=O)CCS(=O)(=O)c1cc2c3c(c1)CCN3C(=O)CC2 | 1%
O=C(COc1ccccc1F)Nc1ccc2oc(-c3cccc(Cl)c3)nc2c1 | 2%
COCCCN1C(=O)C(CC(=O)NCc2cccs2)CC(C(=O)N(C)C)=C1C (stereo not drawn) | -2%
CC(C)Nc1ncnc2c1ncn2[C@H]1CN(Cc2ccc3c(c2)OCO3)C[C@@H](CO)O1 | -3%
N#Cc1ccc(CN2CC[C@@]3(CCCN(C(=O)c4cccc(F)c4)C3)C2)cc1 | 8%
COc1ccccc1N1CCN(S(=O)(=O)CCNC(=O)c2ccco2)CC1 | 1%
CC(C)(C)OC(=O)N1CCC(c2c(C(=O)N3CCN(c4ncccn4)CC3)cnn2-c2cccc(F)c2)CC1 | 3%
CCOC(=O)C(Cc1ccnc2ccccc12)=NO | 1%
CC(=O)c1ccc(OC2(C)CCN(Cc3csc4ccccc34)C2)cc1 (stereo not drawn) | 2%
CC(=O)Oc1cc2c(cc1OC(C)=O)C(=O)CCCC2 | -10%
Cc1csc(N=Nc2ccc(N(C)C)cc2)[n+]1[O-] | ?
Cc1ccc(-c2cn3c(n2)sc2cc(C(=O)NC4CCCCC4)ccc23)cc1 | -6%
COc1ccc(NC(=O)c2cc(-c3ccc(F)cc3C)n[nH]2)cc1OC | -9%
COc1ccc([C@H]2CC(=O)C[C@@H](CCn3cc(-c4nccn4C)nn3)O2)cc1 | -3%
CCN(CCCNC(=O)c1cc2c(=O)[nH]c3ccc(C)cc3c2s1)c1ccc(C)cc1 | 0%
CCOc1ccc(N2C(=O)C(C)CNC2=S)cc1 (stereo not drawn) | -1%
COc1ccc(-n2c(SCC(=O)NCc3ccccc3)nc3c([nH]c4ccccc43)c2=O)cc1 | -2%
N#Cc1nnn2c1nc(N)c1c(F)cccc12 | 1%
Cc1ccc(SCC(=O)Nc2cccc(-c3nc4cc(Cl)ccc4o3)c2C)cc1 | -2%
CSCCC(c1nnnn1-c1c(C)cccc1C)N1CCC2(CC1)C(=O)NCN2c1ccccc1 (stereo not drawn) | 0%

The list continues.
SMILES | Tb PYK inh
CCN1CCOC(=O)C1CC(=O)Nc1ccccc1C(F)(F)F (stereo not drawn) | 0%
COCCNC(=O)C1(C)CCCN(C(=O)c2cc(C)on2)C1 (stereo not drawn) | -4%
CCOC(=O)CSc1nc2nc(Cl)c(Cl)nc2[nH]1 | -22%
O=C(Nc1ncccn1)c1ccc([N+](=O)[O-])cc1[N+](=O)[O-] | 1%
CCOC(=O)c1ccc2ncc3c(-c4ccccc4)nn(-c4ccc(F)c(Cl)c4)c3c2c1 | 6%
O=C1NC[C@H](Cc2ccc(O)cc2)N(C[C@H]2CCCN2C[C@H](Cc2ccccc2)N2C[C@H](Cc3ccccc3)N(CCc3ccccc3)C(=O)C2=O)C1=O | -1%
CC1=C(C(=O)Nc2cc(C)cc(C)c2)C2(CCCCC2)OC1=O | -1%
COc1ccc(CCNC[C@H](O)COc2cccc(C)c2)cc1OC | 0%
C#CCN1C(=O)C(O)(CC(=O)c2ccc(OC)c(OC)c2)c2cc(Br)ccc21 (stereo not drawn) | 4%
CCN(CC(=O)Nc1c(F)cccc1F)C(=O)C1CCN(S(=O)(=O)c2ccccc2C(=O)OC)CC1 | 7%
CCN(CC)C(=O)Cn1c(=O)n(Cc2ccc(C(=O)NCCCOC)cc2)c(=O)c2ccccc21 | -5%
Cc1c(C(=O)NCc2ccc3c(c2)OCCO3)sc(=O)n1Cc1ccccc1C#N | -2%
COc1ccc(NC(=O)CNCc2cccs2)c(OC)c1 | 16%
COc1ccc(S(=O)(=O)NCc2cccn2Cc2cccc(C)c2)cc1Cl | 1%
COc1ccc(CNC(=O)C2CCN(C(=O)N3CC(C)Oc4ccc(C)cc43)CC2)cc1 (stereo not drawn) | 2%
CC1=C(C(=O)Nc2ccccc2)C(c2ccccc2)n2nc(-c3ccco3)nc2N1 (stereo not drawn) | 1%
O=C(COc1ccccc1Cl)Nc1cc(-c2ccccc2F)nn1-c1ccccc1 | -10%
CC1CCN(c2ncnc3c2nnn3C)CC1 | -5%
CN(Cc1cccc(Cl)c1Cl)C(=O)c1ccccc1SCC(=O)N1CCCC1 | -6%
CC(CN1CCN(CC(C)C(=O)c2ccccc2)CC1)C(=O)c1ccccc1 (stereo not drawn) | 1%
CC1(Cc2cccc(C(F)(F)F)c2)C(=O)Nc2c(Cl)ccc(Cl)c21 (stereo not drawn) | -3%
CCOc1ccc(CCNC(=O)Cn2ncn3c(cc4ccccc43)c2=O)cc1OCC | -6%
COc1ccc(-c2coc3c(C(=O)Nc4cccnc4)cccc23)c(C)c1 | -8%
COCCNc1nc(NCc2cccc(OC)c2)c2sccc2n1 | 2%
CCC(C)NC(=O)c1c(-c2ccccc2)c(-c2ccccc2)nn(C)c1=O (stereo not drawn) | 1%

Carrying on.
SMILES | Tb PYK inh
CN(Cc1ccccc1)Cc1cc(=O)oc2ccc3ccccc3c12 | -2%
CCN(C(=O)CSc1nc2ncccc2[nH]1)c1ccc(C(C)C)cc1 | -1%
CN(C(=O)COC(=O)COc1ccc2ccccc2c1)c1ccccc1 | -15%
Cc1cc(NC(=O)C2CCCN(S(=O)(=O)c3cn(C)cn3)C2)ccc1Br (stereo not drawn) | 3%
O=C(Nc1ccc2c(c1)Cc1ccccc1-2)c1ccccc1F | -1%
O=C(CSc1ccc2nnc(-c3ccc(F)cc3)n2n1)N1CCOCC1 | -10%
CCN(C(=O)COc1cc(=O)n(C)c2ccccc12)c1cccc(C(F)(F)F)c1 | -10%
Clc1ccc(CCNC(c2cccc(Cl)c2)c2nnc(-c3ccccc3)o2)cc1 (stereo not drawn) | -1%
CCCN(CCC)CC(O)Cn1cc(/C=C/C(=O)c2ccc(OCC)cc2)c2ccccc21 (stereo not drawn) | 2%
CC(C)OC(=O)N(C)C[C@@H]1OCc2cn(nn2)CCCC(=O)N([C@H](C)CO)C[C@H]1C | 2%
CCOc1ccc(NC(=O)NCCN2CCN(c3cc(Cl)ccc3C)CC2)cc1 | 2%

Only part of the results is shown (hit frequency here may not be typical).
